Screens: PubChem BioAssay, several laboratories
NR2E3 ag-1: NR2E3 (human) agonism. Q9Y5X4. GST-NR2E3/biotin-RetCOR TR-FRET, 1536-well. inhibition of corepressor binding, % at 4.78 µM. 0.12% of 320,000 active. AID 2300;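 active = percent inhibition above the cutoff of mean plus 3 SD of all tested compounds, set per screening campaign, cut at about 20% in these data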;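 also: 0% = DMSO wells and 100% = biotin wells as full block of FRET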
Target sequence (Q9Y5X4 whole entry, looked up): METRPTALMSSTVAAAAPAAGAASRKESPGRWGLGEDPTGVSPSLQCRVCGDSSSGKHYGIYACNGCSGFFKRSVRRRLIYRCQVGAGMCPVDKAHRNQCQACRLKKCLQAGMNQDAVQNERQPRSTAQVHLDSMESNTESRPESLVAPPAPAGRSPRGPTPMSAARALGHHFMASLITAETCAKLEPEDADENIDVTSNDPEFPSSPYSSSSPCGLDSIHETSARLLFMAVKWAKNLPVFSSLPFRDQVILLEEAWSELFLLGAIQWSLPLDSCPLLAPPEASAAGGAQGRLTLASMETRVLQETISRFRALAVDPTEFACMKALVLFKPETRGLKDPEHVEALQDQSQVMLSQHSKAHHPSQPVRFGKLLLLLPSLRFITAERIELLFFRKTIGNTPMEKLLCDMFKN
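system = GST-tagged NR2E3 plus biotinylated RetCOR corepressor | input = 1.35 nM GST-NR2E3 | also added = 7 nM biotin-RetCOR | schedule = 5 h incubation at 4 °C | measured by = TR-FRET with europium anti-GST and streptavidin-D2, 340 nm excitation | read-out = percent loss of FRET ratio relative to control wells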
NR2E3 ag-2: activates human NR2E3 receptor; AID 602229; inhibition of corepressor binding, % at 3.98 µM; 0.35% of 360,000 active; Q9Y5X4; CHO-S Gal4-NCOR/VP16-NR2E3 two-hybrid, luciferase;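 active = inhibition above the mean of all tested compounds plus 3 SD, cut at about 70% in these data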;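 also: 0% = DMSO with NR2E3 transfected cells and 100% = cells lacking NR2E3 construct; higher means lower luciferase signal from less NR2E3 corepressor binding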
KKLEB cytotox: reduces viability of KKLEB cystic fibrosis airway cells. KKLEB CF airway cells viability, ATPlite luminescence, overnight; stronger effect = lower value; cells stimulated with P. aeruginosa culture filtrate. activity change (cytotoxicity), % at 5 µM. 0.36% of 360,000 active;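 active = corrected activity change at or below -50% at 5 µM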
TWEAK Fn14 block: TWEAK-Fn14 signaling inhibition | 2% of 360,000 active | inhibition, % at 10 µM | TWEAK-stimulated Fn14 reporter cells, luciferase luminescence, 8 h; in the data active = inhibition above about 50%
TRAIL sens C8: sensitizes caspase-8 expressing cells to TRAIL; NB7+C8 cells + TRAIL, ATPlite viability luminescence; 1% of 360,000 active; inhibition (viability loss, TRAIL sensitization), % at 10 µM;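 active = compounds causing at least 50% loss of cell viability in the single-dose screen, relative to plate controls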
CF NFkB inh: inhibitors of cystic fibrosis induced NF-kB; KKLEB NF-kB-GFP reporter, PAF-induced, GFP fluorescence overnight; inhibition, % at 5 µM; 0.86% of 360,000 active;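 active = at least 50% inhibition at 5 µM, scaled per plate between neutral and stimulator controls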;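 also: PAF is a Pseudomonas aeruginosa culture filtrate used as stimulus; plate controls were PAF-stimulated DMSO wells for no effect and unstimulated DMSO wells for full effect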
MITF TRPM1 inh: reduces MITF-dependent TRPM1 promoter luciferase signal; AID 488899; 0.83% of 330,000 active; SK-MEL-5 TRPM1 promoter luciferase, 24 h; inhibition, % at 12.5 µM;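 active = mean inhibition across replicates of 60% or more, whatever share of single replicates reaches that level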; also: values of inactives mirror those of a sister screen read the other way
TROY NFkB inh: TROY signaling inhibition; 0.98% of 360,000 active; Q293 LMP1-TROYcd NF-kB luciferase reporter, 4 h; inhibition, % at 10 µM; AID 1347056;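 active = compounds whose plate-normalised and pattern-corrected inhibition of the luciferase reporter signal at the single screening dose is 50% or more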
Shn3 inh set2: Schnurri-3 reporter inhibition in Clone20 osteoblasts; AID 588674; inhibition, % at 12.5 µM; 0.52% of 360,000 active; Clone20 osteoblast Shn3 3'UTR firefly luciferase, 24 h;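 active = mean inhibition of at least 75% with every replicate also reaching 75%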;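 also: 0% = median of neutral control wells and 100% = pilot-screen positive control compound; some compounds past the cut are filed as inactive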
HIF-2a inh: inhibitors of HIF-2a; inhibition, % at 18.8 µM; 786-0 RCC cells HIF-2a reporter, luciferase luminescence, overnight; 0.72% of 360,000 active;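 active = inhibition of the luminescence signal of 40% or more relative to plate controls, in a single-dose primary screen at 18.75 µM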
Peg3 prom inh: reduces Peg3 promoter-driven luciferase expression in HeLa; HeLa PEG-Prom luciferase reporter, luminescence, overnight; inhibition, % at 20 µM; 1.7% of 360,000 active; AID 588405;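 active = inhibition of at least 50% at 20 µM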
The depositor's hits bear a star; · = no result given. The list is partial, so the mix of outcomes need not match the whole.

SMILES	NR2E3 ag-1	NR2E3 ag-2	KKLEB cytotox	TWEAK Fn14 block	TRAIL sens C8	CF NFkB inh	MITF TRPM1 inh	TROY NFkB inh	Shn3 inh set2	HIF-2a inh	Peg3 prom inh
CC(CN1CCOCC1)OC(=O)CCc1ccccc1 (stereo not drawn)	4	-24	-13	8	0	6	1	-3	-12	16	-5
CC(C)CC(=O)Nc1nnc(S(=O)(=O)N(C)c2ccc(Cl)cc2)s1	-3	13	3	31	0	-4	11	8	-3	23	16
O=C(O)CCc1nc(-c2ccccc2)no1	3	-5	-9	-4	-8	4	2	2	-4	13	-13
NC1=NC(=O)/C(=C/c2ccc(Br)cc2)S1	1	-41	-6	-21	-4	4	1	-27	-21	-6	-29
COc1ccc(CN(C(=O)c2oc3ccccc3c2C)C2CCS(=O)(=O)C2)cc1OC (stereo not drawn)	1	9	3	0	-13	-2	-4	-10	9	1	-4
Cc1nc2ccccc2n1Cc1ccccc1	2	11	2	1	2	-4	-7	1	49	8	4
CNC(=O)c1cc(NC(=O)CCn2nc(-c3ccc(C)cc3)c3ccccc3c2=O)ccc1OC	-3	1	-4	-32	-7	-3	·	-26	21	19	14
O=C(c1cc(S(=O)(=O)N2CCCCC2)ccc1F)N1CCCCC1	2	-13	4	-7	4	1	-4	-25	-28	4	-1
CN(C)CCN(C(=O)c1ccc2c(c1)OCCO2)c1nc2c(Cl)cccc2s1	2	-10	-17	5	-5	4	-20	-21	9	-16	-10
Cc1ccc(N(Cc2ccccc2F)S(C)(=O)=O)c(C)c1	2	-22	4	-12	-4	-8	-6	-15	12	16	10
O=C1CSC(c2cn(-c3ccccc3)nc2-c2cc3ccccc3oc2=O)N1Cc1ccco1 (stereo not drawn)	1	-17	4	27	4	-10	3	1	19	25	28
Cc1cc(C)n2nc(S(=O)(=O)NC3CCCCC3)nc2n1	4	6	9	9	-15	-12	5	9	6	10	4
Cc1ccc(/C=c2\s/c(=C(/C#N)C(=O)N3CCCC3)n(Cc3ccco3)c2=O)s1	-2	-23	-3	-8	-3	-5	-10	2	25	24	35
CCc1ccc(/C=C2\SC(=S)N(CCC(=O)Nc3cc(C)on3)C2=O)cc1	3	-22	0	70*	-1	-5	39	53*	0	82*	-1
O=C(NN/C(=N/S(=O)(=O)c1ccc(Cl)cc1)c1ccccc1)c1ccc(O)cc1	-2	-74	7	-12	0	-7	-27	-59	-62	-198	-249
O=C(NC(=S)Nc1ccc(Br)cc1F)C1CCCCC1	·	-5	-5	-41	9	-4	-34	-48	-15	-148	-72
S=C(NCCc1ccccc1)Nc1nccs1	2	-54	0	-27	-20	-16	-39	-50	-11	-168	-212
COc1ccc(S(=O)(=O)N(C)C[C@H]2Oc3c(cccc3N(C)C)C(=O)N([C@H](C)CO)C[C@@H]2C)cc1	·	-20	2	6	5	-3	1	-9	-4	10	0
COc1ccccc1N1CCN(C2CCC(C)CC2)CC1 (stereo not drawn)	5	-4	-7	-12	2	9	-5	10	-11	7	8
CCCCc1nnc(NC(=O)CS(=O)(=O)Cc2ccccc2)s1	-6	-42	33	-13	-1	-10	-4	-26	-17	-116	-69
Cc1cc(N(C)/N=C/c2ccccc2)nc(-c2ccccc2O)n1	3	-21	8	4	-5	-16	-12	-18	25	-81	-19
COc1ccccc1NC(=O)C1CCCN(c2ncnc3c2nc2n3CCCCC2)C1 (stereo not drawn)	0	-3	19	2	5	12	12	11	-3	16	17
CCN1C(=O)CC(NCc2ccc(S(N)(=O)=O)cc2)C1=O (stereo not drawn)	1	11	3	-2	11	-13	6	0	-10	10	-8
Clc1ccccc1Sc1ccc(-c2ccccn2)s1	-3	-39	8	-5	-8	0	·	-50	·	-92	-33
O=C(N/C(=C/c1ccccc1)C(=O)N1CCOCC1)c1ccc([N+](=O)[O-])cc1	6	10	-7	-8	-5	6	0	0	-9	7	2

Some of these compounds in order of SMILES length, falling:
SMILES	NR2E3 ag-1	NR2E3 ag-2	KKLEB cytotox	TWEAK Fn14 block	TRAIL sens C8	CF NFkB inh	MITF TRPM1 inh	TROY NFkB inh	Shn3 inh set2	HIF-2a inh	Peg3 prom inh
COc1ccc(CN(C(=O)c2oc3ccccc3c2C)C2CCS(=O)(=O)C2)cc1OC (stereo not drawn)	1	9	3	0	-13	-2	-4	-10	9	1	-4
Clc1ccccc1Sc1ccc(-c2ccccn2)s1	-3	-39	8	-5	-8	0	·	-50	·	-92	-33
Cc1nc2ccccc2n1Cc1ccccc1	2	11	2	1	2	-4	-7	1	49	8	4

3 records drawn at random from the list so far, as already listed:
SMILES	NR2E3 ag-1	NR2E3 ag-2	KKLEB cytotox	TWEAK Fn14 block	TRAIL sens C8	CF NFkB inh	MITF TRPM1 inh	TROY NFkB inh	Shn3 inh set2	HIF-2a inh	Peg3 prom inh
COc1ccccc1NC(=O)C1CCCN(c2ncnc3c2nc2n3CCCCC2)C1 (stereo not drawn)	0	-3	19	2	5	12	12	11	-3	16	17
CN(C)CCN(C(=O)c1ccc2c(c1)OCCO2)c1nc2c(Cl)cccc2s1	2	-10	-17	5	-5	4	-20	-21	9	-16	-10
O=C(N/C(=C/c1ccccc1)C(=O)N1CCOCC1)c1ccc([N+](=O)[O-])cc1	6	10	-7	-8	-5	6	0	0	-9	7	2

(continued)
SMILES	NR2E3 ag-1	NR2E3 ag-2	KKLEB cytotox	TWEAK Fn14 block	TRAIL sens C8	CF NFkB inh	MITF TRPM1 inh	TROY NFkB inh	Shn3 inh set2	HIF-2a inh	Peg3 prom inh
COC(=O)C(C(=O)OC)=C(/C=C/N(C)C)N(C)C	-2	-3	0	-1	5	-6	-4	2	-3	18	17
Cc1ccc(C(=O)/C=C2\NCCNC2=O)cc1	6	-101	0	15	30	-11	-30	-28	-45	-137	-170
COc1ccc(NC(=O)c2nnn(Cc3ccc(SC)cc3)c2N)c(OC)c1	0	-22	-2	-38	17	9	-5	-16	15	-17	5
COC(=O)c1c(-c2ccccc2)[nH]c(-c2nccc3ccccc23)c1C(=O)OC	·	-21	-18	15	6	10	·	3	-22	-25	-10
CCOC(=O)c1cc2cc(OC)ccc2nc1C	2	-46	4	2	5	6	-15	-5	-4	-46	-39
NC(=S)NN=C1Cc2cccc3cccc1c23	·	-12	16	10	7	-76	32	-16	1	-32	45
COc1ccc(NC(=O)C2CCCN(S(=O)(=O)c3c(C)[nH]c(=O)[nH]c3=O)C2)cc1OC (stereo not drawn)	0	-39	0	-9	0	4	4	-18	6	12	-3
CCN1CCN(Cc2ccc(NC(=O)CC3Oc4ccc(C)cc4NC3=O)cc2)CC1 (stereo not drawn)	-3	-34	7	-5	2	-9	-6	9	-11	2	6
Cc1ccc(-c2csc(NC(=O)CN3CCOCC3)n2)cc1	-1	-8	-6	30	-5	0	1	-13	15	-51	-3
CC(C)NC(=O)CCn1nc(-c2ccc(Cl)cc2)c2ccccc2c1=O	2	0	10	-20	1	8	1	-8	11	4	15
Cn1c(CO)cnc1SCC(=O)c1ccc(Cl)cc1	-3	-41	-3	-24	3	-2	-4	-9	-11	-25	-10
Cc1nn(Cc2ccc(Cl)c(Cl)c2)c(C)c1NC(=O)c1sc2ccccc2c1Cl	0	51	-25	58*	2	12	4	32	5	18	24
O=C(Nc1cccc(Cl)c1)Nc1cccc(Cl)c1	-5	-4	-14	-8	9	20	-45	-19	15	-128	-49
O=C(Nc1ccc2nc3n(c(=O)c2c1)CCCC3)c1cc([N+](=O)[O-])ccc1F	4	-9	-22	89*	6	48	81*	80*	91*	48*	111*
O=C(O)C=C1CCN(c2ncc(C(F)(F)F)cc2Cl)CC1	2	-96	1	4	-20	14	-25	-61	-87	-76	-98
CN(C)c1ccc(N=Nc2ccc(S(=O)(=O)O)cc2)c2ccccc12	0	2	-1	0	-3	4	10	1	-6	11	13
C=CCc1c(C)nc(-c2ccccc2)nc1N/N=C(\C)c1ccc(N)cc1	4	-13	12	-13	3	-4	-36	-33	-27	-86	-59
COc1cc(Nc2cccc[n+]2C)cc(OC)c1OC	0	-28	3	12	4	-9	-9	17	8	11	10
O=c1c2c(nc3cc(-c4ccc(F)cc4)[nH]n13)CCC2	2	-120	-5	35	26	-3	-87	-33	-54	-107	-209
Cc1ccccc1OCCC(=O)OCC(=O)N1c2ccccc2NC(=O)C1(C)C	5	11	2	14	-11	12	10	21	2	9	5
CCN(CC)c1nc(NNC(=O)c2ccccc2)nc(N(CC)CC)n1	·	-9	8	7	-17	25	-8	2	2	11	-2
CN(CC(=O)NCCc1ccccc1)S(=O)(=O)c1cnc[nH]1	0	5	-4	-20	-6	0	-4	-25	-15	-40	-17
COc1ccc(OC)c(N(CC(=O)Nc2cccc3ccccc23)S(C)(=O)=O)c1	-2	17	-16	1	-1	-3	0	-5	20	8	9
O=C(Nc1ccc(Oc2cccc(C(F)(F)F)c2)nc1)c1cccs1	6	11	-13	44	20	6	20	19	50	3	-1
C=CCOc1c(Cl)cc(C(=S)N2CCCC2)cc1OCC	3	-19	-2	8	3	-4	30	4	-2	19	7
CC(C)C(=O)Nc1ccc(NC(=O)c2ccccc2Cl)nc1	-3	-64	10	-8	18	-3	-60	-74	-33	-200	-178
CCN(CC)CCOC(=O)c1ccc(Cl)cc1	2	-13	-3	4	-1	12	2	2	-1	7	6
O=C1C2CC=CCC2C(=O)N1CC(=O)N(Cc1ccccc1)C1CCS(=O)(=O)C1 (stereo not drawn)	-5	-16	2	1	-2	9	-2	-5	-10	11	15
COC(=O)CCCC(=O)Nc1c(F)c(F)c(F)c(F)c1F	3	-30	4	-7	0	-1	-1	-7	-5	18	15

Entries of single compounds, quoted from the list. Order of values: NR2E3 ag-1, NR2E3 ag-2, KKLEB cytotox, TWEAK Fn14 block, TRAIL sens C8, CF NFkB inh, MITF TRPM1 inh, TROY NFkB inh, Shn3 inh set2, HIF-2a inh, Peg3 prom inh
`CCN1CCN(Cc2ccc(NC(=O)CC3Oc4ccc(C)cc4NC3=O)cc2)CC1` (stereo not drawn) across the screens: -3, -34, 7, -5, 2, -9, -6, 9, -11, 2, 6
`O=C(Nc1ccc2nc3n(c(=O)c2c1)CCCC3)c1cc([N+](=O)[O-])ccc1F` across the screens: 4, -9, -22, 89*, 6, 48, 81*, 80*, 91*, 48*, 111*
`Cc1ccc(C(=O)/C=C2\NCCNC2=O)cc1` across the screens: 6, -101, 0, 15, 30, -11, -30, -28, -45, -137, -170
`CCN(CC)c1nc(NNC(=O)c2ccccc2)nc(N(CC)CC)n1` across the screens: ·, -9, 8, 7, -17, 25, -8, 2, 2, 11, -2
